Screening results: PubChem, several laboratories
TNAP inh hi DEA: human TNAP enzyme inhibitors, primary screen, biochemical, luminescent, high phosphate acceptor level, uHTS. Alkaline phosphatase, tissue-nonspecific isozyme (Homo sapiens), P05186. purified TNAP, CDP-star luminescence, 1 M DEA. inhibition, % at 20 µM. 200,000 compounds, 0.03% hits. AID 1135, 2008;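 active = over 50% inhibition of tissue-nonspecific alkaline phosphatase at 20 µM in the single-dose screen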;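 note: plate controls were DMSO wells for no effect and EDTA-quenched wells as full inhibition for full effect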
Target sequence (P05186 whole entry, looked up): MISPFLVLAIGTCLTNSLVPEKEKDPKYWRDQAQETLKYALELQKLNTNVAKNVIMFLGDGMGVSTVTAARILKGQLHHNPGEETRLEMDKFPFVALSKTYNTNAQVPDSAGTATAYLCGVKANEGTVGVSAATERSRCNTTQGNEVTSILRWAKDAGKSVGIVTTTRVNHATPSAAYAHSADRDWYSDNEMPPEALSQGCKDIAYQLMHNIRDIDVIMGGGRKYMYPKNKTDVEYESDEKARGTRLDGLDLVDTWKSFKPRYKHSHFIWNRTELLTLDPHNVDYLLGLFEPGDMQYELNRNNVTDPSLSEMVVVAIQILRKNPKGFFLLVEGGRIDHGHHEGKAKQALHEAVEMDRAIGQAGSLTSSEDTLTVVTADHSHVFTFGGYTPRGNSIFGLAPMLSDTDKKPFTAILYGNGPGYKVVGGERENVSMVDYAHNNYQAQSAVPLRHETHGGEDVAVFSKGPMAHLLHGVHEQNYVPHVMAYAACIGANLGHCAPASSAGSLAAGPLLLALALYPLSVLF
Diaphorase act: compounds boosting diaphorase resazurin reduction – biochemical, uHTS, resorufin fluorescence, counter-screen for diaphorase-coupled primary assays, primary screen | Diaphorase/resazurin coupled assay, 16 min; stronger effect = higher value; 1 = vehicle wells, 0 = NADH-free wells | activation factor at 20 µM | 190,000 compounds, 0.005% hits | AID 1229, 2008;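 active = diaphorase activity raised at least twofold by the compound at 20 µM; inactive = activation factor below 2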
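test system = bacterial diaphorase enzyme (C. kluyveri) | quantity = enzyme 0.07 U/mL final | reagent = NADH substrate 0.114 mM plus resazurin dye 0.1 mM, final | incubation = 16 min enzyme reaction, ambient temperature | buffer or medium = HEPES pH 7.4 buffer with MgCl2 and Tween 20 | signal = fluorescence of resorufin, 544 nm excitation, 590 nm emission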
bIAP inh: bovine intestinal alkaline phosphatase inhibitors, primary screen, selectivity assay for TNAP inhibitor project, biochemical, bovine IAP, CDP-star luminescence; purified bovine IAP, 30 min; inhibition, % at 20 µM; 190,000 tested, under 10 active; AID 1019, 2008;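 active = over 50% inhibition of intestinal alkaline phosphatase at 20 µM in the single-dose screen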
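System: purified bovine intestinal alkaline phosphatase (IAP) enzyme; Input: IAP diluted 1/65,000,000 in the well; Measured by: CDP-star luminescence signal; Compound dosing: 20 µM single dose; Incubation: 30 min reaction at room temperature.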
TNAP inh no acc: human TNAP enzyme inhibitors, primary screen, biochemical, luminescent, no phosphate acceptor, uHTS; Alkaline phosphatase, tissue-nonspecific isozyme (Homo sapiens), P05186; purified TNAP, CDP-star luminescence, 30 min; inhibition, % at 20 µM; 200,000 compounds, 0.26% hits; AID 1012, 2008;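 active = tissue-nonspecific alkaline phosphatase inhibition above about 50% at 20 µM in the single-dose screen, limit read from the data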;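 note: 0% = DMSO negative control and 100% = EDTA positive control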
TNAP act hi DEA: TNAP activators at high phosphate acceptor level, primary screen, biochemical, luminescence, uHTS. Alkaline phosphatase, tissue-nonspecific isozyme (Homo sapiens), P05186. purified TNAP, CDP-star luminescence, 1 M DEA, 30 min; stronger effect = higher value; 0 = EDTA background, 1 = DMSO-only activity. activation factor at 20 µM. 200,000 tested, under 10 active. AID 1136, 2008;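 active = activation factor at least 2 at 20 µM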
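Assay system: human TNAP; Input: enzyme diluted 1/800 final; Reagent: CDP-star luminogenic substrate at 100 µM final; Timing: 30 min, room temperature; Signal: luminescence; Evaluation: TNAP activation factor scaled between EDTA and DMSO control wells.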
bIAP act: bovine intestinal alkaline phosphatase activators, primary screen, biochemical, bovine IAP, CDP-star luminescence; purified bovine IAP, 30 min; stronger effect = higher value; fold of DMSO-control signal, blank-subtracted; activation factor at 20 µM; alkaline phosphatase, intestinal [Bos taurus]; 200,000 compounds, 0.17% hits;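 active = activation factor of 2 or more at 20 µM, a signal rise over negative controls twice the positive control's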
Lmaj promast: Leishmania major promastigote growth inhibition, primary screen; AID 1063, 2008; 200,000 compounds, 9% hits; Leishmania major promastigotes, resazurin fluorescence viability; inhibition, % at 10 µM; in the data active = inhibition above about 50%;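 note: promastigotes grown with compound for 44 hours at 28 °C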
Diaphorase inh: diaphorase inhibitors and chemical oxidizers, primary screen, counter-screen for diaphorase-coupled primary assays, biochemical, uHTS, resorufin fluorescence; diaphorase resazurin-to-resorufin fluorescence, NADH, 16 min; bacterial (C. kluyveri) enzyme, not human; inhibition, % at 20 µM; 190,000 compounds, 0.69% hits;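 active = primary screen inhibition at 20 µM above a set limit, cut at about 50% in these data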;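 note: plate controls were DMSO with full reaction for no effect and wells lacking NADH for full effect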
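material = Clostridium kluyveri diaphorase enzyme | amount = 0.14 U/mL diaphorase, enzyme working solution | schedule = incubation 16 min, room temperature | detection = fluorescence of resorufin formed from resazurin, Ex 544/Em 590 nm | benchmarks = positive control minus NADH, DMSO neutral control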
PMI act satM6P: human PMI activators, high substrate, primary screen, biochemical, fluorescence intensity, near-saturating mannose 6-phosphate | Mannose-6-phosphate isomerase (Homo sapiens), P34949 | coupled PMI enzyme assay, resazurin fluorescence, 20 min; stronger effect = higher value; 1 = untreated enzyme, 0 = substrate-free blank | activation factor at 20 µM | 190,000 compounds, 0.34% hits | AID 1216, 2008;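 active = activation factor of 2 or more at 20 µM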
Target sequence (P34949 whole entry, looked up): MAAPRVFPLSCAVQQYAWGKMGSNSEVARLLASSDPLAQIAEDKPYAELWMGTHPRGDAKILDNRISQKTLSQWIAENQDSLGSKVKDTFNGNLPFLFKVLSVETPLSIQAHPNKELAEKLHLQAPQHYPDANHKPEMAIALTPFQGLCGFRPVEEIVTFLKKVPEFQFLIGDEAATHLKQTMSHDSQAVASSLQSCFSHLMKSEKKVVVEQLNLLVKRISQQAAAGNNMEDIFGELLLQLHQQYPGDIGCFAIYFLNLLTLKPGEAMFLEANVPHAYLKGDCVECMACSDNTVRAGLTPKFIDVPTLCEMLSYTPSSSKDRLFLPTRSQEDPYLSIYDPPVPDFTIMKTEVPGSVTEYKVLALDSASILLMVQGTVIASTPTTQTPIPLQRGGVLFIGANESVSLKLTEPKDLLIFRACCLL
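Test system: human phosphomannose isomerase with PGI, G6PDH, diaphorase coupling enzymes / Doses: 20 µM compound, 1% DMSO / Times: enzyme reaction with compound 20 min at room temperature / Measured by: Diaphorase-driven resazurin-to-resorufin fluorescence, excitation 544, emission 590 nm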
PMI activator: activators of human PMI, primary screen, biochemical, fluorescence intensity, near-Km mannose 6-phosphate | activation factor at 20 µM | purified human PMI, coupled resazurin fluorescence, 20 min; stronger effect = higher value; 1 = vehicle control, 0 substrate-free wells | AID 1214, 2008 | Mannose-6-phosphate isomerase (Homo sapiens), P34949 | 190,000 compounds, 0.005% hits;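 active = activation factor of 2 or more at 20 µM, relative to plate controls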
* hit, by the source's call.

SMILES | TNAP inh hi DEA | Diaphorase act | bIAP inh | TNAP inh no acc | TNAP act hi DEA | bIAP act | Lmaj promast | Diaphorase inh | PMI act satM6P | PMI activator
CO/N=C/c1ccc(N2CCN(C(=O)c3ccc(C)cc3)CC2)c([N+](=O)[O-])c1 | 3 | 0.9 | 2 | -1 | 1 | 1 | 2 | 12 | 0.9 | 1
COC(=O)C1C(=O)c2c([nH]c(C(=O)OCCOC(C)C)c2C)CC1C (configuration not stated) | -8 | 0.8 | 10 | -12 | 1.1 | 0.9 | 1 | 20 | 0.9 | 0.9
COc1cc(O)c2c(c1)OC(c1ccc(O)cc1)CC2=O (configuration not stated) | -5 | 0.4 | 32 | -10 | 1.1 | 0.7 | -11 | 57* | 0.7 | 1
CCN(CC)c1nc(C)c2c(c1C#N)CC(C)(C)OC2 | -3 | 0.9 | 0 | -7 | 1 | 1 | 0 | 14 | 0.9 | 0.9
Cc1cc(C)c(NC(=S)N(CCCN2CCOCC2)Cc2cccnc2)c(C)c1 | 4 | 1 | -6 | -5 | 1 | 1.1 | 6 | 0 | 1.1 | 1
COc1ccc(S(=O)(=O)N2CC(O)CC2C(=O)OCC(=O)Nc2ccc(Cl)cn2)cc1 (configuration not stated) | -3 | 0.8 | 7 | -1 | 1 | 0.9 | -2 | 17 | 1 | 0.9
CCCCN(C)c1ccc([N+](=O)[O-])cc1 | 23 | 0.9 | -13 | 13 | 0.8 | 1.1 | -7 | 8 | 1 | 1.1
COc1cccc2c(=S)c(CCC(C)=O)c(C)[nH]c12 | -2 | 1 | -1 | -58 | 1 | 1 | -5 | 1 | 2.1* | 1.6
COc1ccc(Cl)cc1N1Cc2ccccc2C1 | -6 | 0.8 | 37 | -12 | 1.1 | 0.6 | -2 | 22 | 1.5 | 1.3
O=C(CN1CCOCC1)Nc1ccc2c(c1)OC(F)(F)O2 | 0 | 0.9 | 0 | 3 | 1 | 1 | -12 | 13 | 0.9 | 0.9
CC(C)(C)C(=O)Nc1ccc(Sc2ccc([N+](=O)[O-])cc2)cc1 | 5 | 0.7 | -1 | -17 | 0.9 | 1 | 6 | 27 | 1 | 0.7
CCOC(=O)c1ccc(NC(=O)CSc2nnc(CNC(=O)c3c(F)cccc3Cl)o2)cc1 | -4 | 0.9 | -1 | -18 | 1 | 1 | -5 | 9 | 1 | 0.9
Cc1cc(OCC(=O)NCc2ccncc2)ccc1Cl | -8 | 0.9 | -6 | -14 | 1.1 | 1.1 | -9 | 6 | 1.1 | 1
N=c1occ(C(=O)c2cc(F)ccc2O)cc1C(=O)NC1CCCCC1 | -1 | 1 | 8 | 2 | 1 | 0.9 | 70* | 3 | 1 | 1.1
CNC(=O)CSc1nc2c(c(=O)n(C)c(=O)n2C)n1Cc1ccc(C)cc1 | -4 | 0.9 | 4 | -8 | 1 | 1 | 4 | 8 | 0.9 | 0.9
N=c1sccn1CC(=O)Nc1cccc2ccccc12 | -4 | 0.9 | 44 | -8 | 1 | 0.6 | -3 | 12 | 1 | 1
CC(=O)/C(C#N)=C1\NC(=O)C(Cc2ccc(C)c(C)c2)S1 (configuration not stated) | -4 | 0.9 | 16 | -14 | 1 | 0.8 | -8 | 7 | 1 | 1.1
Cc1nn(Cc2ccccc2)c2c1C(c1cccnc1)C(C#N)=C(N)O2 (configuration not stated) | -5 | 1 | -1 | -2 | 1 | 1 | 20 | -2 | 1 | 1
Cc1ccc(N2C(=O)CC(N3CCN/C3=C3\CC/C(=C\c4ccccc4)C3=O)C2=O)cc1 (configuration not stated) | -1 | 1.1 | -3 | -5 | 1 | 1 | 4 | -7 | 1 | 1
COc1ccc(C(=O)N2CCN(c3ccccc3OC)CC2)cc1 | -3 | 0.9 | -1 | -14 | 1 | 1 | -6 | 6 | 1 | 1

Just bIAP act and PMI act satM6P, for some of the entries so far:
molecule | bIAP act | PMI act satM6P
CC(C)(C)C(=O)Nc1ccc(Sc2ccc([N+](=O)[O-])cc2)cc1 | 1 | 1
CC(=O)/C(C#N)=C1\NC(=O)C(Cc2ccc(C)c(C)c2)S1 (configuration not stated) | 0.8 | 1
COc1ccc(Cl)cc1N1Cc2ccccc2C1 | 0.6 | 1.5

The listing continues:
SMILES | TNAP inh hi DEA | Diaphorase act | bIAP inh | TNAP inh no acc | TNAP act hi DEA | bIAP act | Lmaj promast | Diaphorase inh | PMI act satM6P | PMI activator
Cc1cc(C)c(S(=O)(=O)N2CCCOC2CNC(=O)C(=O)NCCCn2ccnc2)c(C)c1 (configuration not stated) | 3 | 1 | 1 | -9 | 1 | 1 | 54* | 4 | 1 | 1
CCSc1nc(=S)n(-c2ccccc2)c(C)c1C(C)=O | 1 | 0.6 | 7 | -2 | 1 | 0.9 | 12 | 42 | 0.9 | 0.9
CCOC(=O)N1CCC(NC(=O)c2ccc3nc4ccccc4c(=O)n3c2)CC1 | -3 | 0.8 | 1 | -13 | 1 | 1 | -4 | 23 | 0.9 | 0.9
O=C(c1ccccc1)c1nn(-c2ccccc2)c2nnc(Cc3ccccc3)c(=O)n12 | -2 | 0.8 | 1 | -7 | 1 | 1 | -3 | 20 | 1.2 | 1.3
CCn1c(-c2cc(OC)ccc2OC)csc1=Nc1c(C)n(C)n(-c2ccccc2)c1=O | -3 | 0.9 | -11 | -8 | 1 | 1.1 | -8 | 13 | 0.9 | 0.9
O=C(Nc1ccc(-c2nnc(-c3ccco3)o2)cc1)C(c1ccccc1)c1ccccc1 | 8 | 0.9 | 15 | 1 | 0.9 | 0.8 | -7 | 12 | 0.9 | 0.9
Cc1cc(/C=N/Nc2ccc([N+](=O)[O-])cn2)c(C)n1-c1ccccc1 | 12 | 0.9 | 33 | 15 | 0.9 | 0.7 | 18 | 13 | 1.5 | 1.3
CC1=C/C(=N\Nc2ccccc2[N+](=O)[O-])CC(C)(C)C1 | 19 | 0.8 | 8 | 17 | 0.8 | 0.9 | 40 | 16 | 0.9 | 1
CCOc1ccc(CN(CCC#N)C(=S)NC(=O)c2ccccc2)cc1 | 2 | 0.9 | 4 | 8 | 1 | 1 | 20 | 7 | 0.8 | 0.9
Cc1nc(N)c(C#N)c(-c2cccnc2)c1C | 2 | 0.9 | 11 | -12 | 1 | 0.9 | 1 | 8 | 0.9 | 1
Cc1onc(-c2ccccc2)c1C(=O)Nc1ccc2c(C)cc(=O)oc2c1 | -4 | 0.8 | -3 | -6 | 1 | 1 | 1 | 18 | 0.9 | 0.9
CN(CC(=O)Nc1ccc(S(N)(=O)=O)cc1)c1ccccc1 | -3 | 1 | -5 | -12 | 1 | 1.1 | 1 | 5 | 1 | 1
O=S(=O)(c1cccc(-c2nnc(SCc3ccc(Cl)cc3)o2)c1)N1CCCCC1 | -7 | 0.9 | 13 | 9 | 1.1 | 0.9 | -4 | 12 | 1 | 1
O=C(O)CCCn1cc(NC(=O)c2ccco2)cn1 | -1 | 0.9 | -2 | 6 | 1 | 1 | -8 | 9 | 1 | 1.1
Cn1c(=O)c2c(nc(CN3CCCCC3)n2Cc2c(F)cccc2Cl)n(C)c1=O | -3 | 0.8 | 0 | -5 | 1 | 1 | 19 | 17 | 1 | 1
COc1ccc(C2CC(=O)Nc3n[nH]c(-c4ccccc4)c32)cc1OC (configuration not stated) | -1 | 0.8 | 12 | 64* | 1 | 0.9 | -6 | 20 | 0.9 | 0.9
CCOC(=O)c1[nH]c2c(c1C)C(=O)CC(c1ccc(N(C)C)cc1)C2 (configuration not stated) | -1 | 0.8 | 11 | -11 | 1 | 0.9 | 15 | 19 | 1.2 | 1
CCOC(=O)c1[nH]c2ccc(OC)cc2c1NC(=O)c1nonc1C | -2 | 0.8 | 7 | -3 | 1 | 0.9 | 16 | 17 | 0.9 | 0.9
Cc1cc(NC(=O)CSc2nc3ccc(Cl)cc3[nH]2)no1 | -3 | 0.8 | -29 | -11 | 1 | 1.3 | 5 | 15 | 0.9 | 0.9
O=C(COC(=O)c1ccccn1)Nc1cccc(Cl)c1Cl | -7 | 0.8 | 17 | -13 | 1.1 | 0.8 | 1 | 16 | 1 | 1
O=C(COc1ccccc1Cl)Nn1cnnc1 | -4 | 0.9 | 6 | -11 | 1 | 0.9 | -9 | 6 | 1.1 | 1
CCOC(=O)c1cccc(S(=O)(=O)N2CCCC2)c1 | -3 | 1 | 4 | -6 | 1 | 1 | -2 | 3 | 1.1 | 1
CCOc1cccc2cc(C(=O)NCCC3=CCCCC3)c(=O)oc12 | -2 | 0.8 | 12 | -9 | 1 | 0.9 | -2 | 22 | 0.9 | 0.9
O=C(NNc1nc2c(F)cccc2s1)c1ccccc1 | -7 | 1 | -15 | -146 | 1.1 | 1.1 | -2 | 3 | 1 | 1
Cc1ccc(S(=O)(=O)N2CCCC(CCC(=O)NCc3ccccc3F)C2)s1 (configuration not stated) | -5 | 0.9 | -8 | -9 | 1.1 | 1.1 | 4 | 10 | 1.2 | 1.1
C=CCC(C=C)S(=O)(=O)c1ccc(C)cc1 (configuration not stated) | -2 | 0.9 | 4 | -4 | 1 | 1 | -3 | 9 | 0.9 | 0.9
COc1ccc(-n2ncc3c(NCC4CCCO4)ncnc32)cc1 (configuration not stated) | 1 | 0.9 | -3 | -4 | 1 | 1 | 3 | 6 | 0.9 | 0.9
S=C(NCCc1ccccc1)NN=C1CCCCCC1 | -5 | 1.1 | 43 | -6 | 1 | 0.6 | 2 | -8 | 1 | 1

Reformatted: two of the compounds above
Each structure is followed by: TNAP inh hi DEA, Diaphorase act, bIAP inh, TNAP inh no acc, TNAP act hi DEA, bIAP act, Lmaj promast, Diaphorase inh, PMI act satM6P, PMI activator
> CCOc1cccc2cc(C(=O)NCCC3=CCCCC3)c(=O)oc12
→ -2, 0.8, 12, -9, 1, 0.9, -2, 22, 0.9, 0.9
> S=C(NCCc1ccccc1)NN=C1CCCCCC1
→ -5, 1.1, 43, -6, 1, 0.6, 2, -8, 1, 1
